High-throughput results deposited in PubChem by National Center for Advancing Translational Sciences (NCATS).
D2 PAM: positively modulates the human D2 dopamine receptor allosterically; P14416; HEK293 T-REx D2, calcium flux, EC20 dopamine potentiation; potentiation, % at 10 µM; 340,000 compounds, 0.34% hits; AID 485347;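 active = potentiation over 3 SD above the plate norm, cut at about 30% in these data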; note: 0% is about no effect
Target sequence (P14416 whole entry, looked up): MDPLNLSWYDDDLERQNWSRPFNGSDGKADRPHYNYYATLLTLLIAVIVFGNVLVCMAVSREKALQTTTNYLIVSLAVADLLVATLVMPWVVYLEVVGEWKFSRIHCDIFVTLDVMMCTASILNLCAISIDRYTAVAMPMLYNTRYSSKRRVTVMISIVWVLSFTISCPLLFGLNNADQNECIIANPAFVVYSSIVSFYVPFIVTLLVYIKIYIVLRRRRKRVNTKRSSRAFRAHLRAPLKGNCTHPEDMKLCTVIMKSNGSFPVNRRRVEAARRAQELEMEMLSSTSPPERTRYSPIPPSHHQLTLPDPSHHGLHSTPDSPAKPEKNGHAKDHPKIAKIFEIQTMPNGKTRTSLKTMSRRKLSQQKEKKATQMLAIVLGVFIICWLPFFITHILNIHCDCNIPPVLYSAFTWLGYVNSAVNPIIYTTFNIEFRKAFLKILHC
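Primary screen. Calcium kinetics in induced HEK293 T-REx D2 cells: compound pre-addition 180 s, EC20 dopamine, 180 s more.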
D1 PAM: enhances dopamine response at the human D1 receptor; HEK293 TREx D1 cells, calcium flux, dopamine EC20 potentiation; potentiation, % at 10 µM; 360,000 compounds, 0.036% hits; P21728; in the data active = potentiation above about 30%; note: 0% is about no effect
TRHR ag: agonists of human TRH receptor. TRHR cells, calcium flux fluo-8, FDSS agonist mode. 360,000 compounds, 0.18% hits. activation, % at 2 µM; in the data active = activation above about 30%; note: 0% is about no effect
Target sequence (P34981 whole entry, looked up): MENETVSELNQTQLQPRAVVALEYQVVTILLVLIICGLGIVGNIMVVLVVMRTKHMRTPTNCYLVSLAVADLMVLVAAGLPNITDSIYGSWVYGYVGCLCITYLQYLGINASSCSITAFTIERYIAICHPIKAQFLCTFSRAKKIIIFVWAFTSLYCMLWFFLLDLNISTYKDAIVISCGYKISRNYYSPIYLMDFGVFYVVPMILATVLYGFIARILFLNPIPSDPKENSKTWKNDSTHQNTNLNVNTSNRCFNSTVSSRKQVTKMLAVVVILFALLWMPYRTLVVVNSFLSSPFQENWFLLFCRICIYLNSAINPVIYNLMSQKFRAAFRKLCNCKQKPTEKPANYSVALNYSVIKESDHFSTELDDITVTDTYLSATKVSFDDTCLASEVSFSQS
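TRHR-expressing cells, plated overnight in medium with 10% serum, were loaded with fluo-8 calcium dye at room temperature. After a 10 s baseline, library compound was pin-added and calcium release was recorded kinetically (ex 480/em 530) as agonist response.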
TRHR PAM: allosterically enhances the human TRH receptor. P34981. TRHR cells, fluo-8 calcium fluorescence, EC20 TRH enhancement. enhancement, % at 2 µM. 360,000 compounds, 0.66% hits. AID 493056; in the data active = enhancement above about 30%; note: 0% is about no effect
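TRHR-expressing cells loaded with fluo-8 calcium dye were read kinetically (ex 480/em 530) during compound addition, then stimulated with an EC20 of TRH (10 nM final). Enhancement of the Gq-mediated intracellular calcium response was scored.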
D1 agonist: human D1 receptor agonism | activation, % at 2 µM | HEK293 T-REx D1 cells, calcium flux, agonist mode | 360,000 compounds, 1% hits | P21728 | AID 504660; in the data active = activation above about 30%; note: 0% is about no effect
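Agonism was scored from calcium flux recorded over 180 s (1 read/s) after pintool compound addition, following a 10-cycle baseline. Cells were inducible force-coupled HEK293 TREx D1, plated overnight at 30 C and loaded with no-wash calcium dye.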
RXFP1 antag: RXFP1 (human) relaxin receptor antagonism; Q9HBX9; HEK293-RXFP1, relaxin-stimulated cAMP HTRF, 30 min; stronger effect = lower value; activity change, negative = inhibition, % at 57.5 µM; 350,000 compounds, 0.59% hits; AID 1259400;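 active = activity change of -60% or lower, but not beyond a set lower limit; inconclusive = change between -60% and -40%, or beyond the set limit; inactive = change above -40%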; note: % is set by controls: 0 for no effect and ±100 for the full control effect
D1 antag: blocks dopamine activation of the human D1 receptor; HEK293 TREx D1 cells, calcium flux, dopamine EC80; stronger effect = lower value; 360,000 compounds, 3.2% hits; activity change, negative = inhibition, % at 10 µM; P21728; in the data active = activity change below about -30%; note: % is set by controls: 0 for no effect and ±100 for the full control effect
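Cells carrying a force-coupled, tetracycline-inducible human D1 receptor report calcium flux. Each well gets a 10 s baseline, compound with 180 s monitoring, then an EC80 dopamine stimulus with a second 180 s kinetic read.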
RXFP1 ag: activates the human relaxin receptor RXFP1. 370,000 compounds, 0.3% hits. Q9HBX9. AID 2676. Potency, µM (top dose mostly 57.5 µM), without a hit: at the highest dose activation, most hits filed as activators. HEK293T-RXFP1 cAMP TR-FRET, 30 min; response scale: percent of porcine relaxin response, buffer zero; note: potency is the fitted concentration of half-maximal effect; % is set by controls: 0 for no effect and ±100 for the full control effect; nearly all actives have a fitted effect of over 60% in size; many of its hits are not listed in these tables
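Agonist response is measured as cAMP accumulation in an RXFP1-transfected HEK293T line under PDE4 inhibition. Values are scaled between buffer-only and 29 nM porcine relaxin, and EC50s come from standard Hill equation fits.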
Anesthetic bind: binds horse apoferritin like a general anesthetic. apoferritin/1-aminoanthracene competitive binding, fluorescence. 350,000 compounds, 0.074% hits. Potency, µM (titrated, usually from 77.5 µM), without a hit: at the highest dose activity change, negative = displacement, usual class: inhibitors; note: potency is the fitted concentration of half-maximal effect; % is set by controls: 0 for no effect and ±100 for the full control effect; nearly all actives have a fitted effect of over 20% in size
Target sequence (P02791 2-175 limits assumed): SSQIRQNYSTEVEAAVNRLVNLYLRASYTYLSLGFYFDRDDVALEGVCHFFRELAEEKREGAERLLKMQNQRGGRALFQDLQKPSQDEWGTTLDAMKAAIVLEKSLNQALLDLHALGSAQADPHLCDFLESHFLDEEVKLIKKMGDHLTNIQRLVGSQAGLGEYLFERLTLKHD
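In PBS, apoferritin at 10 uM is loaded with 1-AMA from a 50% saturated solution. After 10 min of compound exposure at ambient temperature, reduced 535 nm fluorescence indicates probe displacement.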
Active calls of the source: *; ? = inconclusive; . = no result given; [ ] = remark or other dose. Unless noted, calls come from the whole dose curve; as a rule, active = well fitted curve in the direction sought with a large enough effect; inconclusive = small, poorly fitted or top-dose-only effect, or another doubt; inactive = no such curve, though single readings can be large; an effect the other way counts as inactive or inconclusive.

no.	canonical_smiles	TRHR ag	D1 agonist	D2 PAM	RXFP1 antag	D1 PAM	RXFP1 ag	TRHR PAM	D1 antag	Anesthetic bind
1	CCCCCOc1ccc(N2C(=O)C(C)CNC2=S)cc1 (centres undefined)	-1.1	-1	-4	.	-3	1.9%	-4	-21	6%
2	O=C(CCS(=O)(=O)c1ccc(Cl)cc1)Nc1ccc(F)cc1	0.9	5	-1	3	-2	2.5%	-5	-1	5%
3	CCOc1ccc(-c2nnc(SCC(=O)NCCc3ccc(OC)c(OC)c3)nc2-c2ccc(OCC)cc2)cc1	-0.5	-1	-10	-6	-1	1.7%	2	-7	-8%
4	CCOC(=O)c1ccc(NC(=O)CCc2c(C)nc3c(-c4ccc(F)cc4)c(C)nn3c2C)cc1	0.5	2	2	.	-4	-1.4%	12	-2	-2%
5	C/C(=N\Nc1nc(-c2cc(C)ccc2C)cs1)c1cc2ccccc2oc1=O	0.8	5	2	-1	-7	0.7%	6	-2	-12%
6	C/C(=N\O)C(C)NC(=O)c1ccccc1 (centres undefined)	0.8	1	0	-6	-9	4.0%	-1	4	0%
7	O=c1c2cc(N3CCOCC3)ccc2[nH]c(=S)n1CC1CCCO1 (centres undefined)	0.9	1	-3	-7	7	6.4%	26	-4	149%[activator]
8	CCCCNC(=S)NCc1ccc2[nH]c(C)cc2c1	-0.1	0	1	-4	-4	0.2%	2	11	-9%
9	COc1ccccc1N1CCN(C(=O)c2cc3c(C)nc4ccccc4c3o2)CC1	0.5	6	4	-62*	-3	1.1%	-8	-5	?
10	C=CCc1c(C)nc(SC)nc1Nc1ccc(C)cc1	-0.5	-1	-12	-33	-2	-2.0%	2	-8	?
11	CCN(CC)c1ccc(NC(=O)c2cc3c(=O)n4cccc(C)c4nc3n2C)c(C)c1	-0.1	3	8	-6	-3	-0.1%	-3	2	-4%
12	Cc1ccc(S(=O)(=O)N2CCC(C(=O)NCC(C)(C)N3CCOCC3)CC2)c(C)c1	0.2	1	5	-13	2	1.8%	5	4	.

Other records
no.	canonical_smiles	TRHR ag	D1 agonist	D2 PAM	RXFP1 antag	D1 PAM	RXFP1 ag	TRHR PAM	D1 antag	Anesthetic bind
13	Cc1cc2ncn(-c3nnnn3-c3ccccc3)c2cc1C	-0.9	1	3	-6	0	-0.1%	1	-1	?
14	COC(=O)c1ccc(NC(=O)CN(c2cccc(C(F)(F)F)c2)S(C)(=O)=O)cc1	4.7	2	4	-14	-5	1.1%	2	10	-9%
15	CC1CCCCC1NC(=O)Cn1nc(-c2ccccc2)ccc1=O (centres undefined)	0.3	-4	1	3	2	1.3%	2	-10	?
16	COc1ccc(-c2noc(C3CCCN(C(=O)c4ccc(F)cc4)C3)n2)cc1 (centres undefined)	-0.3	10	-9	11	0	-0.3%	-9	-1	-16%
17	Cc1ccccc1C(=O)NN1CCOCC1	0.3	0	-2	-4	-5	2.3%	2	6	1%
18	Cc1ccccc1NNC(N)=S	2.1	3	-3	-1	-1	2.5%	-2	3	-8%
19	CSc1ccc(CCNC(=O)c2cc3cc4cc(C)ccc4nc3s2)cc1	0.3	5	3	-16	-4	0.5%	1	10	-2%
20	CCC(C)(c1ccc(C=O)s1)c1ccc(C=O)s1	-0.9	1	-10	-24	-2	-1.5%	-9	-3	?
21	COc1ccc(-c2noc(=O)n2Cc2ccccc2Cl)cc1	-1.2	9	-7	-15	4	0.0%	10	-1	3%
22	Cc1c(NC(=S)NC(=O)c2ccccc2Cl)c(=O)n(-c2ccccc2)n1C	0.5	-3	-5	0	3	-0.1%	0	-6	-5%
23	CC(=O)Nc1ccccc1/C=C/c1ccc2c(C)cc(C)c(O)c2n1	-0.9	0	-4	20	4	1.6%	4	7	-5%
24	CCCSc1nsc(SCCC)c1C#N	-0.8	3	26	-9	8	-1.8%	1	1	?

Additional entries
no.	canonical_smiles	TRHR ag	D1 agonist	D2 PAM	RXFP1 antag	D1 PAM	RXFP1 ag	TRHR PAM	D1 antag	Anesthetic bind
25	CCc1nnc(NC(=O)CSc2nc3ccc(OC)cc3[nH]2)s1	-0.2	1	-5	-4	-2	1.1%	-2	-5	-16%
26	Cc1ccccc1NC(=O)N1CCN(C/C=C/c2ccccc2)CC1	-0.6	-1	-9	-10	-6	-0.8%	2	.	-4%
27	O=C(COC(=O)c1ccc2c(c1)S(=O)(=O)c1ccccc1C2=O)NC1CC1	-0.5	0	0	4	10	-0.7%	2	-11	-8%
28	COc1ccc(/C=C/C(=O)OCC(=O)NCCC2=CCCCC2)cc1	-0.2	8	13	-2	-4	-0.2%	1	-37*	?
29	CCC(CO)Nc1ncnc2c1cnn2-c1ccc(C)cc1 (centres undefined)	0.3	-2	-6	-6	-1	0.4%	3	-5	-9%
30	CC1CCCCN1S(=O)(=O)c1ccc(C(=O)Nc2nnc(-c3ccncc3)o2)cc1 (centres undefined)	0.2	3	-11	?	3	0.8%	3	9	-16%
31	COc1ccc(-n2nnnc2SCC(=O)Nc2nnc(C)s2)cc1OC	-0.1	0	-4	25	-3	2.1%	-2	-8	-16%
32	Cc1ccc(-c2ccc(CCC(=O)O)o2)cc1	0.7	2	-1	22	-3	-3.1%	-3	-7	-5%
33	Cc1cccc([N+](=O)[O-])c1NC(=O)COC(=O)c1nc2nccc(C)n2n1	0.5	1	5	7	3	11%	8	-7	.
34	CC(C)N(C(=O)CO/N=C/c1cccc([N+](=O)[O-])c1)C(C)C	-1.1	7	7	-1	-4	-2.1%	-3	-4	45µM*
35	Cc1cccc(-n2c(N)cc(=O)[nH]c2=S)c1C	0.3	4	3	-6	5	-0.1%	0	1	-4%
36	Cc1cc2nc(CCN3CCOCC3)n(S(=O)(=O)c3ccc(C(C)(C)C)cc3)c2cc1C	0.3	-1	-1	-15	-3	1.8%	6	7	1%

Next part
no.	canonical_smiles	TRHR ag	D1 agonist	D2 PAM	RXFP1 antag	D1 PAM	RXFP1 ag	TRHR PAM	D1 antag	Anesthetic bind
37	Cc1ccc(C(=O)Nc2ccccc2N2CCCCC2)cc1[N+](=O)[O-]	1.1	3	1	5	-3	-1.6%	11	11	-13%
38	COc1cccc(CN2CCN(c3ccc(F)cc3)C2=O)c1	-0.3	1	18	-11	-5	-0.9%	23	-16	-13%
39	Cc1ccc(O)c(NC(=O)c2cc3nc4c(c(C(F)(F)F)n3n2)CCc2ccccc2-4)c1	0.2	2	1	-12	-5	2.0%	-11	-2	-8%
40	CS(=O)(=O)n1nc(-c2ccccc2)nc1N	-0.1	4	-19	-11	-5	2.2%	-1	-19	-5%
41	CC(C)c1ccc(NS(=O)(=O)c2ccc3[nH]cc(C(=O)N4CCCC4)c(=O)c3c2)cc1	0.2	-1	-1	11	0	-1.7%	-2	6	-4%
42	c1cc(-c2nnn(CCOCCn3nnc(-c4ccncc4)n3)n2)ccn1	0.5	3	4	-6	-5	0.1%	4	-4	-4%
43	CCOC(=O)C1=C(C)NC(=S)NC1c1cccs1 (centres undefined)	0.1	1	10	-7	3	0.3%	-3	-14	-4%
44	COCCn1nnnc1SCC(=O)NCc1ccc2c(c1)OCO2	0.0	1	4	-8	4	-0.6%	4	-3	-6%
45	CNC(=O)CC(CC(=O)c1ccccc1)c1ccccc1 (centres undefined)	-0.3	1	-3	.	-5	0.9%	11	10	.
46	O=C(O)c1ccccc1C(=O)OCCCCOC(=O)c1ccccc1C(=O)O	-0.2	0	.	6	5	1.3%	8	-14	-9%
47	CCCCC(=O)N1CC(=O)Nc2ccc(F)cc2C1c1ccccc1 (centres undefined)	-0.7	6	0	2	-1	-1.1%	1	0	-10%
48	Cc1ccc(-c2sc(C)nc2CC(=O)O)cc1	-1.5	1	.	-1	-12	-0.9%	12	7	0%

Results in sequence from the list.
TRHR ag for nos. 39 to 45 → 0.2, -0.1, 0.2, 0.5, 0.1, 0.0, -0.3

A different layout for some results above:
#39 Cc1ccc(O)c(NC(=O)c2cc3nc4c(c(C(F)(F)F)n3n2)CCc2ccccc2-4)c1
  TRHR ag: 0.2
  D1 agonist: 2
  D2 PAM: 1
  RXFP1 antag: -12
  D1 PAM: -5
  RXFP1 ag: 2.0%
  TRHR PAM: -11
  D1 antag: -2
  Anesthetic bind: -8%

#40 CS(=O)(=O)n1nc(-c2ccccc2)nc1N
  TRHR ag: -0.1
  D1 agonist: 4
  D2 PAM: -19
  RXFP1 antag: -11
  D1 PAM: -5
  RXFP1 ag: 2.2%
  TRHR PAM: -1
  D1 antag: -19
  Anesthetic bind: -5%

#41 CC(C)c1ccc(NS(=O)(=O)c2ccc3[nH]cc(C(=O)N4CCCC4)c(=O)c3c2)cc1
  TRHR ag: 0.2
  D1 agonist: -1
  D2 PAM: -1
  RXFP1 antag: 11
  D1 PAM: 0
  RXFP1 ag: -1.7%
  TRHR PAM: -2
  D1 antag: 6
  Anesthetic bind: -4%

More results:
no.	canonical_smiles	TRHR ag	D1 agonist	D2 PAM	RXFP1 antag	D1 PAM	RXFP1 ag	TRHR PAM	D1 antag	Anesthetic bind
49	COCCCNC(=O)c1ccc(NC(C)=O)cc1	0.6	0	2	-2	3	4.2%	-2	-14	-3%
50	O=C(C(=O)N1CCc2ccccc2C1)c1cn(CC(=O)N2CCCCC2)c2ccccc12	-0.3	1	-5	-4	4	-0.3%	-8	2	-7%
51	COc1ccc(-n2c(Cn3nc(C(F)(F)F)cc3C)n[nH]c2=S)cc1	0.4	0	4	-11	-6	1.3%	1	4	-12%
52	CC(C)(C)[C@H]1C=C(C(N)=O)O[C@@H](OCCCCO)C1	0.2	1	2	.	-4	1.9%	-4	-12	0%
53	Cc1ccc(C(=O)NCCNC(=O)COc2ccccc2Cl)cn1	0.4	2	6	-2	-4	-0.8%	3	-10	1%
54	COc1cccc(NC(=O)c2ccc(S(=O)(=O)N3CCCCC3)cc2)c1	0.2	-1	-11	.	-3	-0.6%	-3	4	0%
55	CCN(CC)c1ccc2cc(C(=O)Nc3ccccn3)c(=O)oc2c1	37*	30	5	4	2	1.4%	-8	-6	7%
56	COc1ccc(C)cc1NC(=O)COC(=O)c1ccc2c(c1)OCCO2	0.0	4	-5	4	-1	0.6%	-2	-10	.
57	COc1ccc(/C=N/NC(=O)c2nonc2N)cc1OC	-0.9	3	6	-17	2	1.9%	2	2	-2%

Laid out differently: entries from further up
50) O=C(C(=O)N1CCc2ccccc2C1)c1cn(CC(=O)N2CCCCC2)c2ccccc12
51) COc1ccc(-n2c(Cn3nc(C(F)(F)F)cc3C)n[nH]c2=S)cc1

Screen / compound no. | 50 | 51
TRHR ag | -0.3 | 0.4
D1 agonist | 1 | 0
D2 PAM | -5 | 4
RXFP1 antag | -4 | -11
D1 PAM | 4 | -6
RXFP1 ag | -0.3% | 1.3%
TRHR PAM | -8 | 1
D1 antag | 2 | 4
Anesthetic bind | -7% | -12%

Some of the compounds tested; the hit share may differ from the screen's.
